# DRD3 antagonist: antagonists of human D3 dopamine receptor; P35462; AID 652054; D3R cells, DiscoveRx beta-arrestin luminescence, antagonist mode; stronger effect = lower value; max response, negative = inhibition, %; 2.5% of 360,000 active; in the data active = max response below about -50%; inconclusive = no clear call, values can overlap the other calls; also: % is scaled to controls: 0 for no effect and ±100 for the full control effect; mostly tested at two doses, the higher about 12 µM
#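 Cells plated overnight at 1500 cells/well, then exposed to library compounds with dopamine controls for 90 minutes at 37 degrees C. DiscoveRx reagent added for 30–60 minutes at room temperature; luminescence read, quantitative HTS format.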
# EPAC2 antag: antagonists of human EPAC2. EPAC2 GEF exchange of Rap1B-BODIPY-GDP, fluorescence. Potency, µM (highest dose often 114 µM), without a hit: at the highest dose activity, negative = inhibition, hits mostly inhibitors. 0.18% of 360,000 active; also: potency is read from the fitted curve at half-maximal effect; % is scaled to controls: 0 for no effect and ±100 for the full control effect; nearly all actives have a fitted effect of over 45% in size; many of its hits are not listed in these tables
# CCT chaperon mod: modulators of cytosolic chaperonin (CCT/TRiC) activity. AID 651819. activity change, % (test concentration not listed), hits read low. 0.3% of 360,000 active. purified chaperonin ATPase assay, HTRF ADP detection, 30 min; in the data active = activity change below about -30%; also: % is scaled to controls: 0 for no effect and ±100 for the full control effect
#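 First, chaperonin was dispensed at 40 nM or 20 nM final depending on batch activity. Next, compounds were pinned at 76 uM and ATP added at 10 uM. After 30 min at 37 °C, ADP detection reagents ran 30 min at ambient temperature.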
# pAkt inh: inhibitors of Akt phosphorylation; Neuro2A IGF-stimulated pAkt S473 HTRF, 20 min; stronger effect = lower value; activity change, % for hits at 50 µM; 0.32% of 360,000 active; AID 651550; in the data active = activity change below about -80%; inconclusive = mostly about -51% to -80%; also: % is scaled to controls: 0 for no effect and ±100 for the full control effect
#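 Neuro2A cells (4,500/well, DMEM with 0.5% FBS) were treated with compound at a single 50 µM final concentration, stimulated with 6 nM IGF for 20 min at 37 °C, and lysed. Phospho-Akt Ser473 was read by HTRF as 665/615 ratio ×10^4.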
# D3 ag: D3 dopamine receptor (human) agonism | 0.58% of 410,000 active | D3R DiscoveRx beta-arrestin cells, luminescence, 90 min | max activation, % | AID 652048 | P35462; in the data active = max activation above about 30%; also: 0% is about no effect; mostly tested at two doses, the higher about 12 µM
#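 Agonist mode: compounds and dopamine controls were applied to plated cells for 90 min at 37 degrees C after an overnight attachment at 1500 cells/well. Luminescent read-out followed 30 - 60 minutes at room temperature with DiscoveRx detection reagent.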
# EPAC2 ag: activates human EPAC2 exchange factor; Potency, µM (series often up to 154 µM), without a hit: top-dose activation, hits mostly activators; EPAC2 activation, biochemical qHTS; response scale: 100% = 6.5 mM cAMP response; 0.079% of 360,000 active; also: potency is read from the fitted curve at half-maximal effect; nearly all actives have a fitted effect of over 50% in size
#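 EPAC2 (100 nM) mixed with Rap1B loaded with BODIPY-GDP (250 nM) plus 50 uM unlabeled GDP; compounds pinned in, 5 min RT, then read every 5 min for 30 min (ex 480, em 540 nm). Normalized to cAMP control.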
# MmCpn inh: inhibitors of Methanococcus maripaludis chaperonin (MmCpn). purified Mm-Cpn ATPase, ADP Transcreener TR-FRET. Potency, µM (series often up to 76.9 µM), for the others: at the highest dose activity, negative = inhibition, usual class: inhibitors. 0.031% of 330,000 active. AID 504842; also: potency is read from the fitted curve at half-maximal effect; % is scaled to controls: 0 for no effect and ±100 for the full control effect; nearly all actives have a fitted effect of over 80% in size
#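 Purified archaeal chaperonin (25 nM final) was preincubated with compound for 10 min at 37°C, then ATP (10 uM final) was added for 30 min at 37°C in Tris pH 7.4/KCl/MgCl2/DTT buffer. ADP was quantified by HTRF Transcreener TR-FRET.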
# PTHR1 ag: agonists of human PTHR1 parathyroid hormone receptor; Q03431; HEK293 GP2 PTHR1 cells, GloSensor cAMP luminescence, 1 h; Potency, µM (series often up to 115 µM), inactives show top-dose activation, actives largely listed as activators; 0.075% of 410,000 active; also: potency is read from the fitted curve at half-maximal effect; nearly all actives have a fitted effect of over 55% in size; some results filed as inactive show a strong effect at the top dose; inactives centre near -15; many of its hits are not listed in these tables
#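 HEK-293-derived GP2 cells expressing PTHR1 and a GloSensor cAMP reporter, 3,000/well, plated overnight, given luciferin plus IBMX (each 0.5 mM as added) for 1 h at 37 °C, then compound for 1 h at 37 °C. Luminescence was read after 15 min at room temperature.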
# The depositor's hits bear a star; i = inactive; ? = inconclusive; nt = no result given; [ ] = another dose, or the depositor's remark. Unless noted, calls follow the shape of the dose curve; as a rule, active = well fitted curve in the direction sought with a large enough effect; inconclusive = small, poorly fitted or top-dose-only effect, or another doubt; inactive = no such curve, though single readings can be large; an effect the other way counts as inactive or inconclusive.
# The opening 4 compounds, to show the layout:
structure	EPAC2 antag	EPAC2 ag	DRD3 antagonist	MmCpn inh	D3 ag	PTHR1 ag	CCT chaperon mod	pAkt inh
CCOC(=O)C1=C(C)N(C[C@@H]2CC[C@@H](Cc3ccc(-c4ccccc4)cc3)O2)C(=O)NC1c1cccc2ccccc12 (some centres not stated)	4%	8%	5	2%	2	-25%	-0.9	i
CN(CCc1ccccn1)C(=O)Nc1cc(Cl)cc(Cl)c1	-11%	9%	-13	1%	-23	i	-3.3	i
CC(C)n1c(SCC(=O)Nc2ccccc2)nc2c1c(=O)n(C)c(=O)n2C	22%	3%	8	-1%	-14	-9%	0.4	i
Cn1nccc1C(=O)OCC(=O)Nc1ccccc1Cl	3%	6%	0	-2%	4	-8%	0.1	i

# The list itself, from the start:
structure	EPAC2 antag	EPAC2 ag	DRD3 antagonist	MmCpn inh	D3 ag	PTHR1 ag	CCT chaperon mod	pAkt inh
CCOC(=O)C1=C(C)N(C[C@@H]2CC[C@@H](Cc3ccc(-c4ccccc4)cc3)O2)C(=O)NC1c1cccc2ccccc12 (some centres not stated)	4%	8%	5	2%	2	-25%	-0.9	i
CN(CCc1ccccn1)C(=O)Nc1cc(Cl)cc(Cl)c1	-11%	9%	-13	1%	-23	i	-3.3	i
CC(C)n1c(SCC(=O)Nc2ccccc2)nc2c1c(=O)n(C)c(=O)n2C	22%	3%	8	-1%	-14	-9%	0.4	i
Cn1nccc1C(=O)OCC(=O)Nc1ccccc1Cl	3%	6%	0	-2%	4	-8%	0.1	i
COc1cc(S(=O)(=O)n2c(C)nc3ccccc32)ccc1F	-2%	9%	-21	-2%	-6	-24%	0.8	i
CCn1cc([N+](=O)[O-])c(C(=O)Nc2nc(-c3ccc(C)c(C)c3)c(C)s2)n1	9%	-3%	6	0%	14	i	-1.8	i
COc1ccc(C(=O)OCC(=O)Nc2ccc(Cl)c(C(F)(F)F)c2)c(OC)c1OC	-7%	-1%	9	-1%	5	-11%	-1.9	i
Cc1ccc(-c2c[nH]c(=S)n2-c2ccccc2F)cc1	2%	-3%	-14	-1%	1	i	-3.4	i
N#Cc1sc2nc3c(c(-c4cccnc4)c2c1N)CCC3	4%	-7%	0	-4%	11	-6%[57.5 µM]	2.6	i
Cc1nnc(NC(=O)CCC(=O)NC2CCCCCCC2)s1	2%	0%	1	0%	17	i	1.0	i
Cc1ccc(-n2ncc(-c3nn[nH]n3)c2N)cc1	7%	10%	6	-1%	7	-7%	1.2	i
O=C(/C=C/c1ccccc1)NC(=S)Nc1ccccc1	6%	10%	0	-2%	-15	-42%[inhibitor]	2.3	i
CCC(Oc1ccccc1)C(=O)NCc1ccc(S(N)(=O)=O)cc1 (configuration not stated)	1%	-8%	0	0%	-2	-22%	-0.4	i
COc1ccc(NC(=O)CCCC2CCCCC2)c(OC)c1	-19%	9%	12	-2%	8	i	-0.5	i
Cc1c(C(=O)N2CCOCC2)oc2ccccc12	2%	6%	-17	0%	-7	i	-1.2	i

# No new results follow: an excerpt of the list.
structure	EPAC2 antag	EPAC2 ag	DRD3 antagonist	MmCpn inh	D3 ag	PTHR1 ag	CCT chaperon mod	pAkt inh
Cc1ccc(-c2c[nH]c(=S)n2-c2ccccc2F)cc1	2%	-3%	-14	-1%	1	i	-3.4	i
N#Cc1sc2nc3c(c(-c4cccnc4)c2c1N)CCC3	4%	-7%	0	-4%	11	-6%[57.5 µM]	2.6	i

# More records.
structure	EPAC2 antag	EPAC2 ag	DRD3 antagonist	MmCpn inh	D3 ag	PTHR1 ag	CCT chaperon mod	pAkt inh
N#C/C(=C\c1cccc2ccccc12)c1nn(-c2ccccc2)c(N)c1C#N	2%	3%	13	nt	2	-24%	0.5	i
O=S(=O)(NCc1ccc(F)cc1)c1cc(Br)ccc1Br	-30%	2%	33	1%	-15	-31%[inhibitor]	-3.1	i
O=C(Nc1ccc2c(c1)OCO2)c1nn(-c2ccccc2)c(=O)c2ccccc12	8%	5%	-13	-3%	14	i	1.5	i
OCC1CCCCN1CCNCc1cn[nH]c1-c1cccc2ccccc12 (configuration not stated)	5%	8%	21	1%	-3	i	0.8	i
COc1ccc(S(=O)(=O)N(CC(=O)N/N=C/c2cccs2)c2ccc(C)cc2)cc1OC	-1%	9%	8	2%	-5	-4%	-2.2	i
Cc1cc(C)c2nc(NNC(=O)c3cc(=O)c4ccccc4o3)sc2c1	6%	-1%	-19	3%	-2	-46%	0.7	i
COc1cc(OC)cc(C(=O)NNC(=O)CNC(=O)c2ccc(Br)o2)c1	8%	9%	-1	1%	-9	i	-1.2	i
O=c1c2c(ncn2C2CCCC2)n(Cc2ccccc2)c(=O)n1CCOc1ccc(Br)cc1	23%	13%	11	1%	-1	-1%	0.1	i
COCc1cc(C)nc(SCc2ccccc2Cl)c1C#N	-11%	1%	0	1%	-7	-56%[inhibitor]	-1.3	i
Cc1ccccc1NC(=O)c1cccc(N2C(=O)C3C4CCC(C4)C3C2=O)c1 (configuration not stated)	17%	-1%	13	0%	-20	i	-4.6	i
CC(C)NC(=O)C1C(c2ccccc2)=Nc2ccccc2N1C(=O)c1cc(Cl)cc(Cl)c1 (configuration not stated)	-12%	3%	-28	nt	-4	i	nt	i
CN(Cc1ccco1)S(=O)(=O)c1ccc2c(c1)CCN2C(=O)CCC(=O)O	-5%	-4%	0	0%	3	i	1.4	i
CCCNC(=O)C(Cc1ccccc1)NC(=O)c1cccc([N+](=O)[O-])c1 (configuration not stated)	-3%	12%	-19	1%	3	-12%	1.4	i
Cc1ccc(C(=O)C(C)Oc2cccc(NC(=O)c3ccco3)c2)cc1 (configuration not stated)	-1%	6%	6	2%	0	-25%	0.0	i
CC(OC(=O)c1ccc2c(c1)OCO2)C(=O)NC1CCCCC1 (configuration not stated)	-10%	-1%	-20	nt	-9	-18%	1.1	i

# New compounds follow:
structure	EPAC2 antag	EPAC2 ag	DRD3 antagonist	MmCpn inh	D3 ag	PTHR1 ag	CCT chaperon mod	pAkt inh
COc1nc(-c2cccs2)cc(-c2ccc(C)cc2)c1C#N	2%	-1%	-8	1%	10	-6%[57.5 µM]	1.7	i
O=C1NCC(Nc2ccc(Br)cc2)C(=O)N1 (configuration not stated)	0%	6%	6	nt	1	i	-1.8	i
COc1ccc(NC(=O)CSC2=NC(=O)CC(C)=N2)cc1	2%	6%	5	1%	0	-1%[57.5 µM]	0.1	nt
O=C(Cc1ccccc1)NC(NC(=O)Cc1ccccc1)c1cccc([N+](=O)[O-])c1	1%[57.1 µM]	0%	-27	0%	-3	i	2.6	i
Cc1ccc(NC(=O)COC(=O)C2CC2)cc1Cl	9%	0%	18	3%	3	0%	0.1	i
Cc1cccc(N2CC(C(=O)Nc3nnc(SCC(=O)Nc4nccs4)s3)CC2=O)c1 (configuration not stated)	-3%	3%	-5	-2%	3	-11%	0.7	i
O=S(=O)(c1cc(Cl)cc(Cl)c1)N1CCC2CC1c1cc(Cl)ccc12 (configuration not stated)	-7%	10%	12	nt	6	-31%[inhibitor]	-1.7	i
O=S(=O)(Cc1ccccc1)c1ccccc1-c1nnc(-c2ccccc2)o1	10%	-7%	28	1%	5	-8%	0.2	i
O=C(Nc1cc([N+](=O)[O-])ccc1Cl)C1CC1	0%	-6%	11	2%	24	i	0.3	i
CCc1ccccc1Nc1ncnc2ccccc12	5%	-1%	58	0%	0	i	-0.5	i
CC1=CC2=NC(=O)/C(=C\c3cn(C)c4ccccc34)C(=N)N2O1	7%	-4%	0	-3%	-17	i	1.0	i
Cc1ccc(NC(=O)[C@@H]2O[C@H](CO)[C@H](O)[C@H](O)[C@H]2O)cc1C(F)(F)F	14%	6%	31	nt	-2	i	0.3	i
CCCN(C(=O)COc1ccc(Cl)cc1Cl)c1c(N)n(Cc2ccccc2)c(=O)[nH]c1=O	39%[activator]	-15%	14	?	2	i	-0.6	i
CC1CCCN(C(=O)COC(=O)c2cc(-c3cccs3)nn2-c2ccccc2)C1 (configuration not stated)	-22%	17%	10	-2%	-15	-20%	-0.4	i
COc1ccc(N(CC(=O)NCCC2=CCCCC2)S(=O)(=O)c2ccccc2)c(OC)c1	-10%	1%	25	1%	7	i	0.6	i

# (list continues)
structure	EPAC2 antag	EPAC2 ag	DRD3 antagonist	MmCpn inh	D3 ag	PTHR1 ag	CCT chaperon mod	pAkt inh
Cc1noc(C)c1CS(=O)(=O)c1ccc(Br)cc1	8%	20%	?	-1%	-8	26%	-3.0	i
Cc1c(C(=O)NCc2ccc3c(c2)OCO3)sc(=O)n1Cc1ccc(S(C)(=O)=O)cc1	7%	4%	8	nt	1	-14%	-1.6	i
O=C(O)Cc1coc(-c2ccc(F)cc2)n1	-3%	6%	-8	1%	2	i	0.5	i
Cn1c(SCC(=O)NC2CCCCC2)nnc1-c1cccc(N)c1	5%	3%	5	0%	3	-13%	-0.1	i

# 4 compounds picked at random from the list so far, as already listed:
structure	EPAC2 antag	EPAC2 ag	DRD3 antagonist	MmCpn inh	D3 ag	PTHR1 ag	CCT chaperon mod	pAkt inh
CC1=CC2=NC(=O)/C(=C\c3cn(C)c4ccccc34)C(=N)N2O1	7%	-4%	0	-3%	-17	i	1.0	i
CC(OC(=O)c1ccc2c(c1)OCO2)C(=O)NC1CCCCC1 (configuration not stated)	-10%	-1%	-20	nt	-9	-18%	1.1	i
Cc1c(C(=O)N2CCOCC2)oc2ccccc12	2%	6%	-17	0%	-7	i	-1.2	i
Cc1ccc(NC(=O)[C@@H]2O[C@H](CO)[C@H](O)[C@H](O)[C@H]2O)cc1C(F)(F)F	14%	6%	31	nt	-2	i	0.3	i

# Compound activity (PubChem BioAssay)

# An excerpt, so the mix of outcomes need not match the whole.
